hIAP activ: increases human intestinal alkaline phosphatase activity | P09923 | purified human IAP, CDP-Star luminescence, 30 min; stronger effect = higher value; 1 = vehicle-only enzyme, 0 = enzyme-free background | activation factor at 10 µM | hit rate 0.16% among 330,000 | AID 2524;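 active means activation factor of the enzyme at least 2-fold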; further: the source names both 10 and 20 µM as test concentration; values of inactives mirror those of a sister screen read the other way
Target sequence (P09923 whole entry, looked up): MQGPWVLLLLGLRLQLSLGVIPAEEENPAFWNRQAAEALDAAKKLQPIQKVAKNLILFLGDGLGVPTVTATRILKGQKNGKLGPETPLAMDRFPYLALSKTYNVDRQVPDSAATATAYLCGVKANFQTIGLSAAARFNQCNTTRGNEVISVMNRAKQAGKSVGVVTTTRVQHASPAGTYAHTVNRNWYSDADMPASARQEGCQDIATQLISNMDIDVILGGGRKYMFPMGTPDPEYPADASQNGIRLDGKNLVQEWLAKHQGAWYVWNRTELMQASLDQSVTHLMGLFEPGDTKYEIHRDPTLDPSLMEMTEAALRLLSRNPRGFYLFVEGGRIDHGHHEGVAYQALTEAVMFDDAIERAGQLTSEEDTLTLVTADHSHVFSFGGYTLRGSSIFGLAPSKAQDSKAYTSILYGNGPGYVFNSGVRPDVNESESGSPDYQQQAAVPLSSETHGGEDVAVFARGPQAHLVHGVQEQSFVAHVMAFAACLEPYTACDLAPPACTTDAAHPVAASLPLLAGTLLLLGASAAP
hIAP block: human IAP inhibition | inhibition, % at 10 µM | P09923 | AID 2544 | purified IAP, CDP-Star luminescence, 30 min | hit rate 0.12% among 330,000;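 active means inhibition reaching a set limit with compound at 10 µM in the primary screen, cut at about 35% in these data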;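 further: plate controls were DMSO wells with enzyme for no effect and no-enzyme buffer wells for full effect; values of inactives mirror those of a sister screen read the other way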
mIAP inh: blocks mouse intestinal alkaline phosphatase. purified mouse IAP, CDP-Star luminescence, 30 min. inhibition, % at 10 µM. hit rate 0.2% among 330,000;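 active means inhibition of at least 40% at 10 µM in the primary screen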;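 further: plate controls were DMSO with enzyme for no effect and no enzyme wells for full effect; values of inactives mirror those of a sister screen read the other way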
beta cell repl: induces beta-cell replication in MIN6 cells. MIN6 cells proliferation, ATPlite luminescence, 48 h; cells starved in 0.2% serum; 100% = growth in 10% serum. proliferation, % at 10 µM. hit rate 0.29% among 330,000. AID 2380;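 active means compounds whose signal lies at least 3.5 SD above the mean of all wells on their plate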;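 further: 0% = DMSO-treated cells in low-serum medium and 100% = 10% serum control; some compounds called inactive have numbers as strong as hits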
MPTP block: inhibitors of mitochondrial permeability transition pore; isolated mouse mitochondria, Ca2+ swelling absorbance, 30 min; inhibition, % at 10 µM; hit rate 1.4% among 360,000; AID 602449;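 active means inhibition of 50% or more, scaled per plate between neutral and stimulator controls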;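 further: 0% = DMSO wells given calcium and 100% = 1 mM EGTA wells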
A3G deaminase: inhibitors of human APOBEC3G DNA deaminase; Q9HC16; AID 493012; inhibition, % at 20 µM; hit rate 0.28% among 330,000; recombinant A3G, ssDNA deamination FAM/TAMRA fluorescence;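 active means inhibition of at least 40% at 20 µM, with no more than 30% in the related APOBEC3A deaminase screen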;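 further: plate controls were DMSO wells with A3G for no effect and wells lacking A3G enzyme for full effect; some compounds called inactive have numbers as strong as hits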
ATG4B inh: ATG4B (human) cysteine protease inhibition. inhibition, % at 8.33 µM. ATG4B cleavage of LC3-PLA2, NBD-HPC fluorescence, 1 h. AID 504462. hit rate 0.51% among 340,000. Q9Y4P1; in the data active means inhibition above about 40%
Target sequence (Q9Y4P1 whole entry, looked up): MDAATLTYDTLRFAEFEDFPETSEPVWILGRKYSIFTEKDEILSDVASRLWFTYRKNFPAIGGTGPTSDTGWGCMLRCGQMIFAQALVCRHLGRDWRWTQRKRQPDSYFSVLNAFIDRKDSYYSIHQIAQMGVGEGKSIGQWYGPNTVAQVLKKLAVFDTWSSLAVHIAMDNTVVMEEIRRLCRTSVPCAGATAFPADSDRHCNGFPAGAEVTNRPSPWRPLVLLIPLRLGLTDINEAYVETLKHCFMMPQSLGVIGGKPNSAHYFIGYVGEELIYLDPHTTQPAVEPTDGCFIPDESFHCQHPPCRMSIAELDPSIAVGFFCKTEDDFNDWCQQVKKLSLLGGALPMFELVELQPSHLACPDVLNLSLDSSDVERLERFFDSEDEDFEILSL
APOBEC3A inh: human APOBEC3A DNA deaminase inhibition. P31941. recombinant A3A, FAM/TAMRA ssDNA deamination fluorescence. inhibition, % at 20 µM. hit rate 0.41% among 330,000. AID 493011;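 active means at least 40% inhibition at 20 µM here, with at most 30% in a related deaminase screen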;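 further: plate controls were A3A with DMSO for no effect and wells lacking A3A enzyme for full effect; some results filed as inactive read as strong as hits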
mIAP act: mouse IAP activation. AID 2805. muIAP, CDP-Star luminescence, 30 min; stronger effect = higher value; 1 = vehicle-only enzyme signal, 0 = enzyme-free wells. hit rate 0.24% among 330,000. activation factor at 10 µM;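 active means activation factor of at least 2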; further: the source names both 10 and 20 µM as test concentration; values of inactives mirror those of a sister screen read the other way
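System: mouse IAP enzyme. Reagent: CDP-Star chemiluminescent phosphatase substrate. Benchmarks: DMSO wells, no-enzyme wells. Times: 30 min enzyme-substrate-compound incubation at room temperature. Detection: luminescence from enzymatic CDP-Star hydrolysis. Doses: test compounds delivered from DMSO solution.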
An asterisk follows results filed as active.

Every second line gives: hIAP activ, hIAP block, mIAP inh, beta cell repl, MPTP block, A3G deaminase, ATG4B inh, APOBEC3A inh, mIAP act
Cc1ccn(CCC(=O)Nc2ccc(-c3ccno3)cc2)n1
→ 1, -5, 1, 0, -0.1, -3, -10, -1, 0.99
O=[N+]([O-])c1c(Nc2ccc(Br)cc2)ccc2nonc12
→ 0.74, 26, 2, -2, -0.3, 0, 6, 0, 0.98
CCCCCc1ccc(-c2ccc(=O)[nH]n2)cc1
→ 0.94, 6, 12, 0, 0.8, -1, -10, -1, 0.88
O=C(CNC1CCCCCC1)Nc1ccc(S(=O)(=O)NC2CC2)cc1
→ 1, -3, 1, -3, -0.3, 0, 2, 13, 0.99
Nc1ccc(C(=O)Nc2nc3ccccc3s2)cc1
→ 0.8, 20, 4, -5, -1.3, -6, 4, -3, 0.95
c1cc(-c2cc3cc4c(cc3cn2)OCO4)cs1
→ 0.96, 4, -4, -2, 0.2, -7, 2, 0, 1
Cc1ccccc1OCc1nc(-c2ccc(NC(=O)c3ccco3)cc2)no1
→ 0.83, 17, 4, -3, -0.5, -2, 14, -1, 0.96
CC(C)c1ccc(CNc2ccc([N+](=O)[O-])cn2)cc1
→ 0.94, 6, 13, -1, 2.8, -1, 0, 4, 0.87
CN(C(=O)Cn1cnc2sccc2c1=O)C1CCCCC1
→ 1, -5, -1, -1, 6.7, -3, -6, -4, 1
CC1(c2ccccc2Cl)NC(=O)N(CC(=O)Nc2ccc(N3CCCCC3)cc2)C1=O (stereo not given)
→ 0.92, 8, -15, 5, -0.4, -3, 0, 0, 1.2
COc1ccc(OCCN2CCN(S(=O)(=O)c3ccccc3C#N)CC2)cc1
→ 1.3, -27, 2, 2, -1.1, 0, 2, 7, 0.98
Cc1ccccc1OCC(O)CN1CCC(C)CC1 (stereo not given)
→ 1.1, -11, 0, -1, 0.7, 1, 5, -2, 0.99
Cc1nnc(-c2ccc(Oc3ccc(Cl)cc3)c([N+](=O)[O-])c2)o1
→ 1.3, -26, 0, 0, 1.2, -5, 1, -5, 1
COC(=O)c1sccc1NC(=O)Cn1cnc2c1c(=O)n(C)c(=O)n2C
→ 1.2, -22, 0, -1, -2.0, 1, 9, 0, 1
O=C1c2ccccc2C(Nc2ccc(S(=O)(=O)N3CCCCC3)cc2)N1c1ccccn1 (stereo not given)
→ 1.1, -10, 4, -1, 0.2, -4, -1, -4, 0.96
COC(=O)c1ccc(C(=O)Nc2cc(Cl)ccc2Cl)cc1NC(=O)c1ccc(N(C)C)cc1
→ 1.1, -10, 1, -4, 1.4, -1, -10, -3, 0.99
O=C(Nc1ccc2c(c1)OCO2)N1CCCC1
→ 1, -1, -10, 3, 82*, -7, -17, -7, 1.1
COCCCn1c(SC(C)C(=O)NC2CC2)nc2ccccc2c1=O (stereo not given)
→ 1, -4, -4, -3, 0.8, -4, -3, -2, 1
COC(=O)C(Cc1ccccc1)NC(=O)CCCC(=O)NCc1cccc(OC)c1 (stereo not given)
→ 1.1, -8, 12, -1, 0.4, -9, 5, -1, 0.88
CCN(CC)S(=O)(=O)c1ccc(NC2CCCc3ccccc32)nc1 (stereo not given)
→ 0.91, 9, -14, -4, 4.2, -2, 33, -4, 1.1
COc1ccc(C(=O)Nc2ccc(NC(=O)c3ccccn3)cn2)cc1
→ 1, -2, -1, -1, 1.2, 3, -1, -1, 1
COc1ccc(S(=O)(=O)N2CCCCCC2)cc1C(=O)N(C)Cc1ccco1
→ 1.2, -22, -4, 1, 1.7, 17, 5, 3, 1
O=C(O)/C=C\C(=O)Nc1ccccc1C(=O)NC1CCCCC1
→ 1, -3, 8, 0, 0.5, -6, 2, -1, 0.92
CCCSc1nc2[nH]ncc2c(=O)[nH]1
→ 0.9, 10, 9, 0, 0.2, -7, -6, 0, 0.91
C#CCOc1ccc(C2C3=C(CCCC3=O)N(CC(=O)O)C3=C2C(=O)CCC3)cc1Br
→ 0.97, 3, 7, -4, -0.4, 2, 15, 4, 0.93
Cc1ccc(N(C(=O)c2csnn2)C(C(=O)NC2CCCCC2)c2ccccn2)c(C)c1 (stereo not given)
→ 0.89, 11, 0, 1, -0.4, -6, -1, -3, 1
Cc1ccc(F)cc1NC(=O)Nc1cc(C(C)(C)C)nn1C
→ 1, -4, -24, 6.9*, 2.4, -6, -4, -4, 1.2
COc1ccc(/C=C2/C(=O)OCc3cc(OC)c(OC)cc32)cc1
→ 0.95, 5, -6, 2, 0.5, -7, -12, 1, 1.1
Cc1ccc2ncc([N+](=O)[O-])n2c1
→ 1, 0, 13, -2, -1.2, 14, 3, 3, 0.87
Cc1ccc(C)c(OC(=O)c2cccc(S(=O)(=O)N3CCN(C)CC3)c2)c1
→ 0.88, 12, 5, 0, 0.4, 14, 0, 25, 0.95
COc1ccc(-c2cc(C(=O)Nc3ccccc3SC)no2)cc1OC
→ 0.91, 9, 4, -2, -1.0, -8, -8, -2, 0.96
Fc1ccc(CN2CCN(C(c3ccccc3)c3ccccc3)CC2)cc1
→ 0.91, 9, 2, -4, 1.5, -11, 1, -7, 0.98
CCCCCc1ccc(-c2cn(Cc3ccc(C)cc3)nn2)cc1
→ 1.1, -13, -8, -5, 0.0, -4, 5, 3, 1.1
O=C(O)CSCC(=O)NCc1cccc(C(F)(F)F)c1
→ 1, -2, 10, -2, 0.6, -5, 10, -5, 0.9
Cc1cccc(C(=O)Nc2cc(NC(=O)c3cccs3)ccc2C)c1
→ 1.1, -6, 5, -2, -0.2, -9, 12, 1, 0.95
CCN(CC)S(=O)(=O)c1ccc(N/N=C/c2ccc(O)cc2O)nc1
→ 1.3, -25, 11, 0, 2.0, -7, -21, -6, 0.89
Cn1c(Cn2c(=O)sc3ccccc32)nnc1SCC(=O)N1CCc2ccccc21
→ 0.81, 19, 6, -3, 0.8, -9, 3, -5, 0.94
CC(=O)c1ccc(N2CCN(C(=O)c3cc(-c4cccnc4)nc4ccc(Br)cc34)CC2)cc1
→ 0.96, 4, 6, -5, 1.0, 0, -1, -1, 0.94
CC(C)(C)NC(=O)C1CCN(C(=O)c2ccco2)CC1
→ 0.91, 9, 3, -2, -2.2, -14, 1, -3, 0.97
COc1ccc(N2CCN(C(=O)CN3C(=O)NC(C)(c4ccc5ccccc5c4)C3=O)CC2)cc1 (stereo not given)
→ 1.1, -13, -4, -2, 0.7, -3, -16, 1, 1
COCCN(Cc1cc2cc(C)c(C)cc2nc1Cl)C(=O)Nc1ccccc1
→ 1.1, -7, 4, 0, 1.5, -8, -8, -7, 0.95
O=C(O)CCC1(C(=O)O)OCCc2ccccc21 (stereo not given)
→ 1.1, -7, 4, 0, 0.3, -2, 3, -1, 0.96
O=Cc1ccc(OCc2ccc3c(c2)OCO3)cc1
→ 1.2, -16, -1, -3, -1.3, 0, 13, 0, 1
O=C(C1CCN(S(=O)(=O)Cc2ccccc2)CC1)N1CCN(c2ncccn2)CC1
→ 1.4, -36, -11, -1, 0.1, 1, -6, 0, 1.1
COc1ccc(N2C(=O)CN(Cc3cc(OC)c(OC)c(OC)c3)C2=S)cc1
→ 1.1, -5, 6, -6, 20, 11, 9, 7, 0.94
Cc1cc(C(=O)N/N=C/C=C/c2ccc(Br)cc2)n[nH]1
→ 1.7, -65, 2, 0, -0.1, -7, 7, -1, 0.98
COc1cccc(C2=Nc3cccc4cccc(c34)N2)c1
→ 1, -1, 7, -5, 10, 7, -16, 1, 0.93
O=C(Nc1ccccc1)N(CCN1CCOCC1)Cc1cccc(Cl)c1
→ 0.97, 3, 2, -1, -0.7, -6, -5, -2, 0.98
CCCCc1cc(=O)oc2cc(OCC(=O)NCc3ccccn3)c(Cl)cc12
→ 1.2, -17, 1, -1, 1.0, -3, 6, -2, 0.99
CCOC(=O)c1ccc(NC(=O)c2c(NC(=O)CCC(=O)O)sc3c2CCCCC3)cc1
→ 0.98, 2, 2, -4, -2.1, -2, -7, 1, 0.98
Cc1ccc(C(=O)Nc2cc(S(=O)(=O)N3CCOCC3)ccc2N2CCCC2)cc1
→ 0.96, 4, 12, 1, -3.0, 2, -1, 5, 0.88
COc1ccccc1C1CC(c2cccs2)=NN1C(=O)CCC(=O)O (stereo not given)
→ 1.1, -6, -3, 2, -0.4, -11, -7, -4, 1
Cc1noc(C)c1CSCC(=O)N(CCC(C)C)c1c(N)n(Cc2ccccc2)c(=O)[nH]c1=O
→ 0.86, 14, -3, 1, 1.8, 14, 7, 1, 1
CN(C)/C=N/c1cc(=O)n(C)c(=O)n1CC1CC1
→ 0.98, 2, -6, -1, -1.8, -2, 8, 1, 1.1
O=C(CN1C(=O)C2(OCCO2)c2ccccc21)c1ccc(F)cc1
→ 1.1, -6, -4, -1, -0.7, -6, 0, 2, 1
CC(=O)Nc1nnc(S(=O)(=O)N2CCN(c3ccc(Cl)cc3[N+](=O)[O-])CC2)s1
→ 1.3, -27, 4, -3, 2.1, -8, 20, -4, 0.96
O=C(NC1CCCC1)C(c1c(F)cccc1Cl)N(C(=O)c1csnn1)C1CC1 (stereo not given)
→ 1, 0, -7, 0, 1.7, -4, -3, -2, 1.1
N/C(Cc1cccc2ccccc12)=N\OC(=O)c1cccs1
→ 0.9, 10, 2, -4, 1.0, 0, 0, 5, 0.98
Cc1cc(=O)[nH]c(SCC(=O)Nc2c(C)n(C)n(-c3ccccc3)c2=O)c1C#N
→ 0.95, 5, -2, 1, 0.6, -1, 2, 0, 1
Cc1nnc(NC(=O)CCC(=O)N2CCN(CCOc3cccc4ccccc34)CC2)s1
→ 0.81, 19, 3, 0, 2.9, -3, -5, -3, 0.97
CN1C(=S)SC(N(O)C=C2C=CC(=O)C=C2)C1(C)C (stereo not given)
→ 1, -4, -8, 1, -5.9, -5, 2, -2, 1.1
Cc1nn(CC(=O)NCC2CCCO2)c(=O)c2ccccc12 (stereo not given)
→ 0.81, 19, 3, -4, -2.0, 2, -7, 2, 0.97
O=C(NCCS(=O)(=O)N1CCN(c2cccc(Cl)c2)CC1)c1cc(=O)c2ccccc2o1
→ 0.61, 39*, 9, -4, 0.1, -1, -2, -1, 0.91

Screens (PubChem)
